KCNK3 inh – human KCNK3 channel inhibitors, primary screen, CHO cells, FluxOR thallium flux, B-score; Potassium channel subfamily K member 3 (Homo sapiens), O14649; FluxOR fluorescence; active compounds read low; B-score at 10 µM; 340,000 tested, 0.84% active;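 active = B-score under library mean minus 4 SD, starting fluorescence ratio at most library mean plus 5 SD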;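 note: more negative B-score means stronger inhibition of thallium flux through KCNK3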
DYRK1A inh – rat Dyrk1A kinase inhibitors, primary screen, biochemical, single point, plate reader; 310,000 tested, 0.43% active; AID 504441, 2011; inhibition, % at 12.5 µM; ADP-Glo luminescence, NFATc1 peptide; in the data active = inhibition above about 50%;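 note: plate controls were vehicle with enzyme for no effect and no enzyme for full effect; many of its hits are not listed in these tables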
TRPC4 agonist – activators of mouse TRPC4 channel, primary screen, Fluo4 calcium, HEK293 TRPC4beta/mu-opioid cells. Short transient receptor potential channel 4 (Mus musculus), Q9QUQ5. Fluo4 calcium fluorescence; active compounds read high. B-score at 10 µM. 310,000 tested, 0.49% active. AID 2237, 2010;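 active = B-score above 5 SD of library B-scores, and initial fluorescence ratio not above library mean plus 5 SD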;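 note: positive B-score marks a calcium rise read as TRPC4 activation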
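Material: HEK293 stable line with TRPC4beta plus mu-opioid receptor; technique: Fluo4 calcium-sensitive dye fluorescence, kinetic, 1 Hz baseline; timing: Fluo4 dye loading 45 min at room temperature, 110 s recording; controls: assay buffer as low control, maximal DAMGO as high control; read-out: integrated baseline-normalised fluorescence ratio, converted to per-well B score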
KCNQ1 pot – potentiators or activators of KCNQ1 channel, primary screen, cell-based, thallium flux, high-throughput; 310,000 tested, 0.35% active; CHO-K1 KCNQ1, thallium flux FluxOR fluorescence; active compounds read high; AID 2648, 2010; Potassium voltage-gated channel subfamily KQT member 1 (Homo sapiens), P51787; B-score at 10 µM;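 active = fluorescence ratio B-score, a plate-corrected score, at least three library SD, with initial intensity B-score within 5 SD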
Target sequence (P51787 whole entry, looked up): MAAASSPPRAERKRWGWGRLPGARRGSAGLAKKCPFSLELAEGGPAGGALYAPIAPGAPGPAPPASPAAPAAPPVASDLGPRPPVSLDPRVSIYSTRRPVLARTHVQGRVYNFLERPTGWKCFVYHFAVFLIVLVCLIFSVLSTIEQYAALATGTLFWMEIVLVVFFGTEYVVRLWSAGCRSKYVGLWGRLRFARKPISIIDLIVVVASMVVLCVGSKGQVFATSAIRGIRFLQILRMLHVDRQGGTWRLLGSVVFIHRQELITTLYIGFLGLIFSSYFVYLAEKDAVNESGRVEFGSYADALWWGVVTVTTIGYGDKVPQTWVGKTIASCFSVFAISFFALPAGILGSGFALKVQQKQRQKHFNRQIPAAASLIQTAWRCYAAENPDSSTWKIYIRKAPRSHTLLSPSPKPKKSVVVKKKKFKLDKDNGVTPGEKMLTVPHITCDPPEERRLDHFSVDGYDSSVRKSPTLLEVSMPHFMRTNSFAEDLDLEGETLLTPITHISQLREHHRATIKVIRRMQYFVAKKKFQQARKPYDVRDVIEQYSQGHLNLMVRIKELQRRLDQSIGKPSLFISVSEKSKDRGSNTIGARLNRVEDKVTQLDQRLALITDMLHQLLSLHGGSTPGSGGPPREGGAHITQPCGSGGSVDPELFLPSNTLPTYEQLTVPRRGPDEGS
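Schedule – 37 °C overnight plating, 90-min dark dye load, 20-min compound pretreatment · System – stable KCNQ1 CHO-K1 line · Probe or stimulus – thallium- and potassium-containing depolarizing buffer · Measured by – kinetic FluxOR fluorescence, 10 s baseline plus 110 s post-stimulus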
KCNQ1 inh – inhibitors of human KCNQ1 channel, primary screen, cell-based, thallium flux, high-throughput; 310,000 tested, 1.3% active; B-score at 10 µM; Potassium voltage-gated channel subfamily KQT member 1 (Homo sapiens), P51787; CHO-K1 KCNQ1, FluxOR thallium flux fluorescence; active compounds read high;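 active = compounds whose thallium flux B-score, printed positive for inhibition, exceeds three library SD while starting fluorescence stays within three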;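 note: channel opened by potassium depolarization with thallium stimulus after 20 min compound exposure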
TRPC4 potent – positive allosteric modulators of TRPC4, primary screen, cell-based, mouse TRPC4beta, HEK293 mu-opioid, Fluo-4 calcium; Short transient receptor potential channel 4 (Mus musculus), Q9QUQ5; DAMGO EC20, Fluo-4 Ca2+ flux; active compounds read high; B-score at 10 µM; 310,000 tested, 0.42% active;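 active = B-score of calcium response area above 5 SD of library B-scores, with initial fluorescence ratio within 5 SD of library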;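 note: B-score of integrated fluorescence ratio over time as area under calcium response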
hERG rescue – hERG rescue from dofetilide block, primary screen, cell-based, CHO-hERG, FluxOR thallium flux, dofetilide IC70 | Voltage-gated inwardly rectifying potassium channel KCNH2 (Homo sapiens), Q12809 | dofetilide IC70 present | activation (rescue from dofetilide block), less the hit threshold, % at 10 µM | 310,000 tested, 0.51% active;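 active = activation above the mean of controls blocked by dofetilide plus 5 SD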;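 note: thallium influx through hERG after potassium depolarization seen as dye fluorescence rise; in these data hits start at about 4.7%; inactives centre near -7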
KCNK9 block – KCNK9 potassium channel inhibitors, primary screen, HEK293 cells, thallium flux; FluxOR thallium flux fluorescence; active compounds read low; 310,000 tested, 1.2% active; AID 488922, 2010; B-score at 10 µM; Potassium channel subfamily K member 9 (Homo sapiens), Q9NPC2;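 active = ratio B-score over 3 SD below the library mean, with starting fluorescence within 5 SD of its mean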;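 note: negative B-score means less thallium flux so channel inhibition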
Target sequence (Q9NPC2 whole entry, looked up): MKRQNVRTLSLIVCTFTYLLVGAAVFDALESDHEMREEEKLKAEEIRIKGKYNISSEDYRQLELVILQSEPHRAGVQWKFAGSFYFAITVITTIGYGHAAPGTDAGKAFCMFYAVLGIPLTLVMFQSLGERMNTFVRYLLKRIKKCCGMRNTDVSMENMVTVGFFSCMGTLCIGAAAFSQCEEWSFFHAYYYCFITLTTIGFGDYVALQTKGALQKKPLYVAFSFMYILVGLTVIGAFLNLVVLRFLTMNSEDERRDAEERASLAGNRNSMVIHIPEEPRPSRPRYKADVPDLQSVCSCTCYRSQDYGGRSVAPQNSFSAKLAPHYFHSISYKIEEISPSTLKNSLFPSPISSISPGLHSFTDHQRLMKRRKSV
HDAC3 inhib – HDAC3 deacetylase inhibitors, primary screen, biochemical, fluorescence, cell-free homogeneous. Histone deacetylase 3 (Homo sapiens), O15379. recombinant HDAC3, fluorogenic peptide/trypsin coupled. inhibition, % at 8.3 µM. 320,000 tested, 0.15% active; in the data active = inhibition above about 26%, passing the limit was not always enough
ANO1 block – TMEM16A chloride channel inhibitors, primary screen, cell-based, HTS; Anoctamin-1 (Mus musculus), Q8BHY3; HEK293 TMEM16A/YFP iodide influx fluorescence, ionomycin; normalized B-score (activity score, 25-100; higher = stronger inhibition) at 10 µM; 310,000 tested, 1.2% active; AID 588511, 2011;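 active = ratio plate-corrected score three or more library SD toward inhibition, starting fluorescence score within five deviations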;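 note: score derived from kinetic fluorescence span divided by baseline fluorescence per well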
TMEM16A act – TMEM16A chloride channel activators or potentiators, primary screen, cell-based, HTS. HEK293 TMEM16A/YFP-H148Q/I152L, iodide quench fluorescence; active compounds read low. B-score at 10 µM. 340,000 tested, 0.3% active;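 active = fluorescence-ratio B-score plate-corrected deviation score at least 3 library SD below zero, with starting fluorescence score within 5 deviations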;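 note: channel opened by trigger with iodide after compound preincubation; score built on the fluorescence ratio of max minus min over baseline; more negative score means more quench and so TMEM16A activation or potentiation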
Active calls of the source: *; i = inactive; x = not tested or not shown. Some of the compounds tested (hit frequency here may not be typical).

Value order – KCNK3 inh	DYRK1A inh	TRPC4 agonist	KCNQ1 pot	KCNQ1 inh	TRPC4 potent	hERG rescue	KCNK9 block	HDAC3 inhib	ANO1 block	TMEM16A act
O=C(c1ccc(Br)cc1)c1sc(N2CCOCC2)nc1-c1ccccc1
  i	-1	i	i	i	i	-18	i	13	i	i
Cc1ccc(-n2ccnc2SCC(=O)N(CC(C)C)C2CCS(=O)(=O)C2)c(C)c1 (stereo not given)
  i	0	i	i	i	i	-13	i	-6	i	i
Cc1cc2c(cc1S(=O)(=O)N1CCN(c3ccccc3)CC1)OCC(=O)N2
  i	2	i	i	i	i	-9	i	x	i	i
O=C(CNC(=O)c1ccc2c(c1)OCCO2)N/N=C/c1cccc(Br)c1
  i	-7	i	i	i	i	-15	i	1	i	i
CC(=O)Nc1nonc1-n1nnc(C(=O)NCc2ccccc2)c1C
  i	5	i	i	i	i	-6	i	-7	i	i
CCOc1ccc(NC(=O)c2ccccn2)cc1
  i	11	i	i	i	i	-3	i	-2	i	i
COC(=O)C1CCN(C(=O)COC(=O)c2ccc3[nH]c4c(c3c2)CCCC4)CC1
  i	-4	i	i	i	i	-10	i	4	i	i
CCOC(=O)c1sc(N/N=C/c2cccc(C)c2)nc1C
  i	-2	i	i	i	i	-5	i	-14	i	i
C/C(N)=C(/C#N)C(=O)COC(=O)C1CCN(C(=O)c2ccc(Cl)cc2)CC1
  i	x	i	i	i	i	-10	i	-3	i	i
Cc1ccc(CN2CCN(/N=C/c3ccc(C(=O)O)cc3)CC2)c(C)c1
  i	-2	i	i	i	i	-9	i	6	i	i
COc1ccc(-c2cc(C(F)(F)F)nc(SCC(=O)Nc3ccc4c(c3)OCO4)n2)cc1
  i	-2	i	i	i	i	-7	i	0	i	i
CCc1nc(C)cn1S(=O)(=O)c1cc(F)ccc1OC
  i	-1	i	i	i	i	-9	i	7	i	i
CN(C)CCCNCCCNC(=O)c1ccncc1
  i	-1	i	i	i	i	-10	i	1	i	i
Nn1c(COc2cccc(Cl)c2)nc2ccccc2c1=O
  i	1	i	i	i	i	-9	i	2	i	i
Clc1ccc(Cn2nnc(-c3ccccc3)n2)cc1
  i	-7	i	i	i	i	-4	i	3	i	i
C=CCNC(=O)c1cccc(C(F)(F)F)c1
  i	3	i	i	i	i	-6	i	-4	i	i
Cc1ccc2c(c1)sc(-c1ccc(N(C)C)cc1)[n+]2C
  -21*	-9	i	i	16*	i	-36	i	0	i	i
Cc1cccn2c(=O)c(/C=N/O)c(N3CCCC3)nc12
  i	39	i	i	i	i	-10	i	-1	i	i
Cc1cc(C(c2ccc(O)cc2)c2cc(C)c(O)cc2C)c(C)cc1O
  i	x	i	i	i	i	-5	i	2	i	i
Cc1cc(O)c(C(=O)/C=C/c2cccc([N+](=O)[O-])c2)c(=O)o1
  i	x	i	i	i	i	-20	i	-6	i	i
Cc1nn(C)c(Oc2ccccc2)c1[N+](=O)[O-]
  i	-5	i	i	i	i	-3	i	-4	i	i
Cc1ncoc1C(=O)Nc1cccc(Cl)c1C
  i	9	i	i	i	i	-5	i	0	i	i
CCCc1cc(=O)[nH]c(SCC(=O)c2c(N)n(C)c(=O)n(C)c2=O)n1
  i	8	i	i	i	i	-2	i	0	i	i
Cn1c(O)c(N=NC(=O)CNC(=O)/C=C/c2ccccc2)c2ccccc21
  i	3	i	i	i	i	-9	i	9	i	i
COc1cc2c(cc1OC)C(c1cccs1)CC(=O)N2 (stereo not given)
  i	2	i	i	i	i	-11	i	3	i	i
Cc1ccc(-c2nnn(CC(=O)N3CCC(C)CC3)n2)o1
  i	-2	i	i	i	i	-5	i	2	i	i
C=CCNc1nc(N)c([N+](=O)[O-])c(NC2CCCCC2)n1
  i	2	i	i	i	i	0	i	8	i	i
COc1cc(C(=S)N2CCN(c3cccc(Cl)c3)CC2)ccc1O
  i	-3	i	i	i	i	5.8*	i	10	i	i
O=C(Nc1ccc2c(c1)OCO2)C1CC(=O)N(CCc2ccccc2)C1 (stereo not given)
  i	6	i	i	i	i	-2	i	1	i	i
CCC(C)c1cc(S(=O)(=O)N2CCOCC2)ccc1OC (stereo not given)
  i	3	x	x	x	x	x	x	0	i	i

Looked up above.
COc1cc(C(=S)N2CCN(c3cccc(Cl)c3)CC2)ccc1O in HDAC3 inhib reads 10
Cc1ccc2c(c1)sc(-c1ccc(N(C)C)cc1)[n+]2C in HDAC3 inhib reads 0

Carrying on.
Value order – KCNK3 inh	DYRK1A inh	TRPC4 agonist	KCNQ1 pot	KCNQ1 inh	TRPC4 potent	hERG rescue	KCNK9 block	HDAC3 inhib	ANO1 block	TMEM16A act
CC(C)CCNC(=O)C(c1cccs1)N(CC1CCCO1)C(=O)Cn1nnc2ccccc21 (stereo not given)
  i	-2	i	i	i	i	-9	i	8	i	i
O=C(c1cccc(N2C(=O)C3C4C=CC(C4)C3C2=O)c1)N1CCN(c2ccc(F)cc2)CC1 (stereo not given)
  i	-4	i	i	i	i	-6	i	-1	i	i
Cc1ccc(C)c(S(=O)(=O)NCc2ccncc2)c1
  i	2	i	i	i	i	-9	i	-3	i	i
COc1ccc(C)cc1NC(=O)C1CCN(S(=O)(=O)c2cccs2)CC1
  i	3	i	i	i	i	-6	i	-3	i	i
COc1ccc(C2=CC(c3ccc(OC)c(OC)c3)n3nnnc3N2)c(OC)c1 (stereo not given)
  i	0	i	i	i	i	-7	i	5	i	i
CC1(C)CC(=O)C2=C(C1)OC(N)=C(C#N)C2c1cc2c(cc1[N+](=O)[O-])OCO2 (stereo not given)
  i	7	i	i	10*	i	-24	i	9	i	-5*
c1ccc2c(c1)NCCS2
  i	0	i	i	i	i	-2	i	3	i	i
OC(COCc1cccs1)CN1CCCCCC1 (stereo not given)
  i	14	i	i	i	i	-12	i	7	i	i
CCCCCc1ccc(OCCCC[n+]2ccc(C)cc2)c(CCCCC)c1
  i	1	i	i	11*	i	-27	-7.2*	13	100*	i
COc1ccc(C(=O)N2CCN(c3ccc(C)cc3C)CC2)cc1OC
  i	-4	i	i	i	i	-6	i	6	i	i
CCCCN1CC(=O)N2[C@H](c3ccc(OC)cc3)[C@@H]3C(=O)N(CC)C(=O)[C@@H]3[C@]2(C)C1=O
  i	10	i	i	i	i	-2	i	-1	i	i
COCCCN(C(=O)CCOc1ccc(C(C)(C)C)cc1)c1c(N)n(Cc2ccccc2)c(=O)[nH]c1=O
  i	-1	i	i	i	i	-11	i	-2	i	i
COCC(=O)N1CCCC(C(=O)c2ccc(-c3ccccc3)cc2)C1 (stereo not given)
  i	6	i	i	i	i	-16	i	4	i	i
COc1ccccc1N1CCN(C2CCCN(C(=O)c3ccoc3C)C2)CC1 (stereo not given)
  i	-4	i	i	i	i	-5	i	-4	i	i
Fc1ccc(CSc2nnc(-c3cccnc3)n2Cc2ccco2)cc1
  i	1	i	i	i	i	-7	i	-2	i	i
O=C(N/N=C/c1cn(-c2cccs2)nc1-c1ccccc1)c1ccccc1Cl
  i	-3	i	i	i	i	-2	-10*	4	i	i
CC(C)NC(=O)C(c1ccc(F)cc1)N(C(=O)CCC(=O)Nc1ccccn1)c1cccc(F)c1 (stereo not given)
  i	-2	i	i	i	i	-5	i	-7	i	i
COc1cc(NC(=O)NC(C)(C(F)(F)F)C(F)(F)F)cc(OC)c1OC
  i	-1	i	i	i	i	-7	i	1	i	i
COc1ccc(C)cc1NC(=O)NCCCCc1ccccc1
  i	-7	i	i	i	i	-13	i	-7	i	i
O=C1CS/C(=N/N=C2C3CC4CC(C3)CC2C4)N1
  i	x	i	i	i	i	-2	i	-2	i	i
CCOC(=O)C1(Cc2ccccc2)CCN(Cc2cn[nH]c2-c2ccccc2)CC1
  i	2	126*	i	i	i	-18	i	-2	i	i
CCOc1ccc(N=C(NN)c2ccc3ccccc3n2)cc1
  i	38	i	i	i	i	-2	i	10	i	i
CCOC(=O)Cn1c(=O)oc2cc(S(=O)(=O)Nc3cccc(C)c3)ccc21
  i	2	i	i	i	i	-6	i	5	i	i
CCOc1c(Br)cc(Br)cc1/C=C1\SC(N)=NC1=O
  i	-2	i	i	i	i	-4	i	-18	i	i
COc1ccc(S(=O)(=O)O/N=C2\CCSc3ccc(C)cc32)cc1
  i	0	i	i	i	i	-17	i	5	i	i
O=C(NCc1nnc(SCC(=O)N2CCCCC2)o1)c1c(F)cccc1F
  i	-2	i	i	i	i	-4	i	5	i	i
C=C(C)Cn1c(Sc2nnc(C)s2)nc2c1c(=O)[nH]c(=O)n2C
  i	-1	i	i	i	i	-6	i	3	i	i
CCNC(=S)N1CCc2ccccc2C1
  i	-1	i	i	i	i	-7	i	1	i	i
CC(NC(=O)c1ccccc1F)c1nnc(SCC(=O)Nc2nccs2)n1C (stereo not given)
  i	-8	i	i	i	i	-6	i	6	i	i
CS(=O)(=O)N(CC(=O)N1CCCC1)c1ccc(Cl)c(Cl)c1
  i	6	i	i	i	i	1	i	-4	i	i
CCCCCCCC(=O)NNC(=O)CCC(=O)O
  i	0	i	i	i	i	0	i	-6	i	i
COc1cccc(/C=N/NC(=O)CCNc2n[nH]c(=O)[nH]c2=O)c1OC
  i	0	i	i	i	i	-5	i	-9	i	i
O=C(Nc1ccc(N2CCOCC2)c(Cl)c1)c1ccc(S(=O)(=O)N2CCOCC2)cc1
  i	3	i	i	i	i	-15	i	2	i	i

Screening data (PubChem BioAssay)
